Screening data from PubChem.
mIAP inh = inhibitors of mouse IAP, primary screen, biochemical, luminescence, uHTS. purified mouse IAP, CDP-Star luminescence, 30 min. actives 0.2% (n = 330,000). intestinal alkaline phosphatase [Mus musculus]. inhibition, % at 10 µM;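 active = inhibition of at least 40% at 10 µM in the primary screen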;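 also: plate controls were DMSO with enzyme for no effect and no enzyme wells for full effect; values of inactives mirror those of a sister screen read the other way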
tim10-1 inh = growth inhibitors of tim10-1 mutant yeast, primary screen, luminescence, uHTS. S. cerevisiae tim10-1 ts strain growth, BacTiter-Glo, 24 h. inhibition, % at 20 µM. actives 2.2% (n = 330,000);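 active = inhibition of at least 40%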;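 also: mutant grown at 25 °C; 0% = DMSO wells with yeast and 100% = wells holding no yeast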
A3G deaminase = APOBEC3G DNA deaminase inhibitors, primary screen, biochemical, fluorescence, single-stranded DNA substrate, uHTS; DNA dC->dU-editing enzyme APOBEC-3G (Homo sapiens), Q9HC16; recombinant A3G, ssDNA deamination FAM/TAMRA fluorescence; inhibition, % at 20 µM; actives 0.28% (n = 330,000); AID 493012, 2011;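 active = inhibition of at least 40% at 20 µM, with no more than 30% in the related APOBEC3A deaminase screen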;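 also: plate controls were DMSO wells with A3G for no effect and wells lacking A3G enzyme for full effect; some compounds called inactive have numbers as strong as hits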
Target sequence (Q9HC16 whole entry, looked up): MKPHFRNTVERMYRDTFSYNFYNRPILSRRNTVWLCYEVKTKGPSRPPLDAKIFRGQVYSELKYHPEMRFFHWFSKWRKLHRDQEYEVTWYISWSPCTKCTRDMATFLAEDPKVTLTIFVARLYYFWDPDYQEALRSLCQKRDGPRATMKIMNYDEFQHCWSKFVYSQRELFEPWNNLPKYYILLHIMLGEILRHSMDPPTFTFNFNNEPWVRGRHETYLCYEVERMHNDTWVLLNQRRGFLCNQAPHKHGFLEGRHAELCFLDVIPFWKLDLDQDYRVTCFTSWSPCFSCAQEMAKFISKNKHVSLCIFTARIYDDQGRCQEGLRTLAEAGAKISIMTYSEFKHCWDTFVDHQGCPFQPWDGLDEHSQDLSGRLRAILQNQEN
TIM10 inh = growth inhibitors of isogenic TIM10 control yeast, primary screen, counter-screen for tim10-1 yeast inhibitor project, luminescence, uHTS. S. cerevisiae TIM10 strain growth, BacTiter-Glo luminescence, 24 h. inhibition, % at 10 µM. actives 1.4% (n = 330,000);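 active = inhibition of 40% or more at the single tested concentration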;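 also: wild-type TIM10 isogenic control strain grown at permissive 25 °C; 0% = DMSO yeast wells and 100% = minimal medium wells without yeast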
hIAP inh = human IAP inhibitors, primary screen, biochemical, luminescence, uHTS | actives 0.12% (n = 330,000) | purified IAP, CDP-Star luminescence, 30 min | inhibition, % at 10 µM | Intestinal-type alkaline phosphatase (Homo sapiens), P09923;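 active = inhibition reaching a set limit with compound at 10 µM in the primary screen, cut at about 35% in these data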;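 also: plate controls were DMSO wells with enzyme for no effect and no-enzyme buffer wells for full effect; values of inactives mirror those of a sister screen read the other way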
Target sequence (P09923 whole entry, looked up): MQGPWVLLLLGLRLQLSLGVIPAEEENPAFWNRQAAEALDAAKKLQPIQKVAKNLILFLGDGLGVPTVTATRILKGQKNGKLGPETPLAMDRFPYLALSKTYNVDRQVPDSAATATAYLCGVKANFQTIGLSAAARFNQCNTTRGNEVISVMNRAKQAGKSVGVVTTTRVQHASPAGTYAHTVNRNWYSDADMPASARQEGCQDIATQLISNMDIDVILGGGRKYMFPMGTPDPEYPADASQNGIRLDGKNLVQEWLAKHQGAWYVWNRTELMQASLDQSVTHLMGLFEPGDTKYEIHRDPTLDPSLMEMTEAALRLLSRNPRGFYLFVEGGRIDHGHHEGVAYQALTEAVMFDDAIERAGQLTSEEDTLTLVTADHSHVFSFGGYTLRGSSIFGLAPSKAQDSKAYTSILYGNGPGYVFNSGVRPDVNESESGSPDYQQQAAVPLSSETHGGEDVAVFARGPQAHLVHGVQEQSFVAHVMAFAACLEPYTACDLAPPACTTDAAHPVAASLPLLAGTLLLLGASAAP
mIAP act = activators of mouse IAP, primary screen, biochemical, luminescence, uHTS; AID 2805, 2010; activation factor at 10 µM; intestinal alkaline phosphatase [Mus musculus]; actives 0.24% (n = 330,000); muIAP, CDP-Star luminescence, 30 min; stronger effect = higher value; 1 = vehicle-only enzyme signal, 0 = enzyme-free wells;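 active = activation factor of at least 2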; also: the source names both 10 and 20 µM as test concentration; values of inactives mirror those of a sister screen read the other way
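Assay system: mouse IAP enzyme / Compound: DMSO-dissolved test compounds / Timing: 30 min, room temperature / Measured by: luminescence from enzymatic CDP-Star hydrolysis / Control set: DMSO-only wells, enzyme-free buffer wells as negative control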
APOBEC3A inh = APOBEC3A ssDNA deaminase inhibitors, primary screen, selectivity assay for APOBEC3G inhibitor project, biochemical, FAM/TAMRA oligo cleavage fluorescence | recombinant A3A, FAM/TAMRA ssDNA deamination fluorescence | AID 493011, 2011 | inhibition, % at 20 µM | actives 0.41% (n = 330,000) | DNA dC->dU-editing enzyme APOBEC-3A (Homo sapiens), P31941;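 active = at least 40% inhibition at 20 µM here, with at most 30% in a related deaminase screen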;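 also: plate controls were A3A with DMSO for no effect and wells lacking A3A enzyme for full effect; some results filed as inactive read as strong as hits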
MIN6 prolif = inducers of MIN6 beta-cell proliferation, primary screen, ATP luminescence, uHTS | MIN6 cells proliferation, ATPlite luminescence, 48 h; cells starved in 0.2% serum; 100% = growth in 10% serum | proliferation, % at 10 µM | actives 0.29% (n = 330,000) | AID 2380, 2010;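 active = compounds whose signal lies at least 3.5 SD above the mean of all wells on their plate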;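 also: 0% = DMSO-treated cells in low-serum medium and 100% = 10% serum control; some compounds called inactive have numbers as strong as hits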
NLRP3 yeast inh = NALP3 inflammasome inhibitors in reconstituted yeast, primary screen, luminescence, uHTS; Yeast reconstituted NLRP3/ASC/caspase-1, beta-gal luminescence, 24 h; inhibition, % at 10 µM; actives 0.39% (n = 330,000); AID 2825, 2010;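 active = inhibition of 50% or more; inactive = inhibition below 50%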;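 also: plate controls were induced DMSO wells for no effect and uninduced yeast grown without galactose for full effect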
Starred values were filed as active, the others as inactive; · = no result given. This is a random part of the collection. Share with any hit: about 4.6%.

SMILES	mIAP inh	tim10-1 inh	A3G deaminase	TIM10 inh	hIAP inh	mIAP act	APOBEC3A inh	MIN6 prolif	NLRP3 yeast inh
Cc1ccc(-c2nsc(SCC(=O)NCC3CCCO3)n2)cc1 (stereo not drawn)	-3	15	-1	-10	-12	1	1	-1	8
CCc1ccc(-c2nc(CN3CCC(C(=O)NCc4ccc(F)cc4)CC3)c(C)o2)cc1	-38	16	-6	20	6	1.4	-3	-6	21
CC(C)C[C@H](NC(=O)c1nc[nH]c1C(=O)NCCCCCNC(=O)OC(C)(C)C)C(=O)OCc1ccccc1	4	16	5	5	-30	0.96	1	-9	2
CC(C)Cn1c(N)c(C(=O)NCC2CCCO2)c2nc3ccccc3nc21 (stereo not drawn)	-42	26	-3	12	-22	1.4	-3	-3	15
Cc1ccsc1C(=O)OCC(=O)Nc1c(Cl)cccc1C(F)(F)F	5	3	-1	5	-5	0.95	-3	-1	18
COc1ccc(C2CC(c3ccc(OC)cc3OC(C)=O)=NN2C(=O)c2ccccc2)cc1 (stereo not drawn)	3	28	-2	-10	-8	0.97	0	-3	3
O=C(Nc1cccc(-c2cccc(Cl)c2)c1)C1CCN(Cc2ccon2)CC1	-133	17	-6	29	-101	2.3*	-5	-2	26
COc1ccc(C(=O)c2sc(Nc3ccccc3F)nc2N)cc1	6	23	-8	6	23	0.94	-3	3	6
COc1ccc(F)c(CN(C)CC2CCCN(CCc3ccc(F)cc3)C2)c1 (stereo not drawn)	10	-39	-10	-30	-16	0.9	-3	-3	34
NC(=O)COC(=O)c1cccnc1Nc1ccccc1F	-2	16	-6	-4	1	1	1	2	5
CCn1ncc(/C=N\NC(=O)c2cc(-c3ccc(C)cc3C)nc3ccccc23)c1C	1	23	-1	24	-8	0.99	2	-2	6
COC(/C=C/Nc1ccc(C)cc1)=C(C#N)C#N	-4	13	-1	18	17	1	3	-2	10

Next part (three carried over from the part before).
SMILES	mIAP inh	tim10-1 inh	A3G deaminase	TIM10 inh	hIAP inh	mIAP act	APOBEC3A inh	MIN6 prolif	NLRP3 yeast inh
NC(=O)COC(=O)c1cccnc1Nc1ccccc1F	-2	16	-6	-4	1	1	1	2	5
CCn1ncc(/C=N\NC(=O)c2cc(-c3ccc(C)cc3C)nc3ccccc23)c1C	1	23	-1	24	-8	0.99	2	-2	6
COC(/C=C/Nc1ccc(C)cc1)=C(C#N)C#N	-4	13	-1	18	17	1	3	-2	10
C=C1CCN([C@@H](Cc2ccccc2)C(=O)O)S(=O)(=O)c2ccccc21	4	16	-8	4	16	0.96	-4	-4	-7
COc1ccc(CC(NC(C)=O)C(=O)NC2CCN(c3nnnn3-c3ccccc3)CC2)cc1OC (stereo not drawn)	-3	-12	-10	4	7	1	2	-2	7
O=C1SC(Cc2ccccc2)C(=O)N1c1ccccc1 (stereo not drawn)	-27	26	-4	-8	-18	1.3	-6	0	3
COc1cccc(CNC(=O)C2CCN(S(=O)(=O)N3CCCC3)CC2)c1	0	3	-2	2	4	1	-4	-2	18
COc1ccccc1CNC(=O)C(C)Sc1ccsc1[N+](=O)[O-] (stereo not drawn)	8	24	-8	23	0	0.92	-2	0	7
O=S(=O)(Nc1nccs1)c1ccc(Nc2nnc(-c3ccccc3)c3ccccc23)cc1	11	19	0	-7	-11	0.89	2	0	16
CCN(C(=O)CSc1nnnn1-c1ccccc1)c1c(N)n(Cc2ccccc2)c(=O)[nH]c1=O	12	2	-10	2	23	0.88	4	3	8
COc1ccc(-c2c(-c3ccc(OCC(=O)NN)cc3O)n[nH]c2C)cc1OC	9	9	-8	-14	-72	0.91	0	-3	6
O=C1CN(C(=O)COC(=O)CNC(=O)c2ccc(Br)o2)c2ccccc2N1	0	6	5	-6	-7	1	4	-2	15
C=CCn1c(SCC(=O)Nc2c(C)n(C)n(-c3ccccc3)c2=O)nc2scc(-c3ccccc3)c2c1=O	11	8	-3	17	3	0.89	-1	2	-5
Cc1cc(NC(=O)CSc2ncc(C(=O)O)n2-c2ccc(F)cc2)no1	-5	1	1	-8	2	1.1	2	-2	12
CN(C)S(=O)(=O)c1ccc(C(=O)NNc2nc(-c3ccccc3)c3cc(Br)ccc3n2)cc1	6	9	-10	12	-14	0.94	-1	0	16
O=C1C[C@H]2[C@H](CO)[C@@H](OC(=O)c3ccc(-c4ccccc4)cc3)C[C@H]2O1	-2	-16	-1	3	9	1	-1	-3	2
O=C1[C@@H](Oc2ccccc2)[C@@H](c2ccncc2)N1c1ccccc1	-8	17	-2	-3	·	1.1	0	·	·
COc1cc(/C=C2\CC/C(=C\c3cc(OC)c(O)c(OC)c3)C2=O)cc(OC)c1O	56*	24	19	-14	21	0.44	25	-3	-1
CN(C)c1nc(NC(C)(C)C)nc(NC(C)(C)C)n1	-3	28	-9	12	-1	1	4	-3	-6
COc1ccc(CCc2cc(OC)cc(=O)o2)cc1	-1	10	-6	5	-6	1	-1	1	10
COc1cc(/C=C2/SC(=S)N(CC(=O)NC(C)(C)C)C2=O)cc(OC)c1OC	0	21	-1	7	4	1	0	0	6
CCOP(=O)(OCC)C(NC(=O)C(F)(F)F)c1ccccc1 (stereo not drawn)	5	0	-2	-7	7	0.95	2	-3	-1
CCOC1=NN(c2ccc(Cl)cc2)C(=O)/C1=C\N(C)C	4	16	-3	13	-7	0.96	0	-1	18
COC(=O)CNc1n[nH]c(=S)[nH]c1=O	-1	3	-3	-6	-20	1	-1	-2	24
COc1ccc(S(=O)(=O)N2CCC3(CC2)OCCN3S(=O)(=O)c2c(C)cc(C)cc2C)cc1	-4	29	0	4	0	1	-1	0	20
CCn1ncc(CN2CCCC(C(=O)Nc3cccc(-c4cc5ccccc5[nH]4)c3)C2)c1C (stereo not drawn)	-16	26	-7	7	1	1.2	-7	-7	-3
CC[C@@H](C)C(C(=O)N1CCN(C(=O)OC(C)(C)C)CC1)n1cc(-c2cn([C@@H](C)C(=O)N3CCN(C(=O)OC(C)(C)C)CC3)nn2)nn1 (stereo partly drawn)	-4	6	-4	9	-3	1	-1	-2	6
O=C(CN1CCN(CC(=O)Nc2ccccc2Cl)CC1)NCC1(N2CCOCC2)CCCCC1	-2	4	-1	-1	-13	1	4	-1	8
COc1ccc(S(=O)(=O)N2CCCC2)cc1Br	-1	16	-11	3	-8	1	-3	-2	16
Cc1ccc(NC(=O)CSC2=C(C#N)C(c3ccco3)C3=C(CC(C)(C)CC3=O)N2)cc1 (stereo not drawn)	13	10	-5	12	-1	0.87	-1	-5	-3
Cc1ccccc1C1CCCN(Cc2nc(CC3CC3)no2)C1 (stereo not drawn)	5	15	-11	0	-7	0.95	-4	0	23
O=C(NNC(=O)c1ccccn1)c1ccc(OC(F)F)cc1	28	13	-6	12	-71	0.71	0	-5	6
Cc1ccccc1NCC(=O)N/N=C/c1c(C)c(C(=O)c2ccc(Cl)cc2)n2ccccc12	18	18	-3	13	1	0.82	-2	0	23
CCOc1cc(C(=O)N(C)c2ccccc2)cc(OCC)c1OCC	5	18	-4	15	3	0.95	-1	-2	2
CCCCCCCC(=O)NNC(=O)c1ccc([N+](=O)[O-])cc1	6	10	-5	-3	3	0.94	3	3	21
Cn1cc([N+](=O)[O-])c(C(=O)Nc2cnn(Cc3ccc(F)cc3)c2)n1	2	1	16	7	13	0.98	2	0	8
O=C(O)c1cccc(Cn2c(Cl)c(/C=N/NC(=O)c3ccccc3O)sc2=O)c1	14	7	7	3	2	0.86	7	2	9
CSc1ccccc1NC(=O)C1CCN(S(C)(=O)=O)CC1	-6	-17	-4	-1	5	1.1	-6	-2	14
CC(C)(C)c1ccc(C(=O)NCC(=O)N2CCC3(CC2)NCCc2[nH]cnc23)cc1	3	-9	-3	-4	-21	0.97	-1	2	-7
O=C(Cc1csc(-c2ccc(Cl)cc2)n1)Nc1cccc(S(=O)(=O)NC2=NCCC2)c1	1	9	-5	6	6	0.99	3	-4	4
Cc1ccc(NC(=O)C(=O)C2C(=O)Nc3ccccc32)cc1 (stereo not drawn)	-5	-10	-6	6	-5	1	-9	-3	18
C=CCN1C(=O)/C(=C2/Sc3ccc(OC)cc3N2CC)SC1=S	-3	9	0	-11	-7	1	-7	-4	21
CSCC(C)N1CCC(CCC(=O)NC2CC2)CC1 (stereo not drawn)	2	13	-9	4	0	0.98	-9	-2	5
COc1cc(OC)cc(N2C(=O)CSCC2=O)c1	1	-3	8	-5	4	0.99	4	-3	15
COc1cc(CN2CCN(C(=O)c3cccc4ccccc34)CC2)cc(OC)c1O	-4	-10	-6	3	6	1	-4	-3	3
CN1C2CCC1CC(NS(=O)(=O)c1cccc(C(F)(F)F)c1)C2 (stereo not drawn)	-1	0	-9	-1	-8	1	-3	1	5
O=S(=O)(c1ccccc1)N1CCN(CCc2ccccc2)CC1	-11	8	-16	8	-11	1.1	-5	-1	27
Cc1ccc2sc3ccc(NC(=O)c4ccccc4Cl)cc3c(=O)c2c1	12	17	-6	37	6	0.88	-1	-3	18
COc1ccccc1C1/C(=C(/O)c2ccccc2)C(=O)C(=O)N1CC(C)O (stereo not drawn)	-2	-13	-6	-16	8	1	-4	-4	1
C/C(Cc1ccccc1)=N\NC(=O)CNC(=O)c1cccc(Br)c1	-6	7	1	-3	-12	1.1	4	1	13
O=C(Nc1ccc2c(c1)CCC2)C1CCN(c2ncccn2)CC1	5	21	-5	-7	-27	0.95	-1	-1	17
CSc1ccc(NS(=O)(=O)c2ccc(-n3cnnn3)cc2)cc1	0	17	-1	10	-15	1	-3	-1	4
C=CCN(CC=C)C(=O)C(=O)c1ccn(-c2c(C)csc2C(=O)OC)c1	4	16	-6	18	10	0.96	-5	-3	6
CCN1CCCC1CNC(=O)c1cc2ccc(OC)cc2[nH]1 (stereo not drawn)	-6	6	-9	4	8	1.1	-4	-1	15
O=C(NCc1ccccc1)c1csc(-c2cccnc2)n1	-10	28	11	5	14	1.1	11	0	28
CC(=O)Oc1ccccc1C1C[C@]2(C)CC(=O)NC2N1C(C)=O (stereo partly drawn)	1	1	-4	5	-4	0.99	-2	1	-6
Cc1c(N2C(=O)CS/C2=N\N=C\c2ccccc2O)c(=O)n(-c2ccccc2)n1C	-4	18	-7	-14	11	1	-2	-2	-1
N#CCc1nc(C(c2ccccc2)c2ccccc2)no1	4	23	-9	19	3	0.96	-4	0	23
NNC(=O)c1[nH]c2ccccc2c1-c1ccccc1	10	42*	-8	25	14	0.9	-3	-3	20
Cc1cccc(C(=O)NNS(=O)(=O)c2ccc(F)cc2)c1	4	5	-2	-2	0	0.95	-1	2	8
O=S(=O)(c1cnccc1N1CCN(/N=C/c2ccc(Br)cc2)CC1)N1CCCCC1	1	1	-5	21	1	0.99	-12	0	8
